# HGIII-sPLA2 inh = Inhibits HGIII-sPLA2 liposome hydrolysis, primary screen | Q9NZ20 | QFRET BODIPY PC-A2 liposome hydrolysis, fluorescence | inhibition, % at 12.2 µM | 370,000 tested, 0.56% active;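 active = inhibition above mean plus 3 SD of compounds lying within the high and low control bounds, cut at about 19% in these data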;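 note: 0% = median of test compound wells and 100% = no enzyme DMSO wells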
# GAA850 FXN act = frataxin GAA850 promoter activation | HEK293 lucGAA850 FXN promoter luciferase reporter, 24 h; percent of 10 µM SAHA response | activation, % at 6 µM | 360,000 tested, 0.56% active | AID 540364;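 active = activation above the average of all compounds screened plus 3 SD, cutoff fixed separately per campaign, cut at about 7.5% in these data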;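 note: 0% = DMSO wells and 100% = 10 µM SAHA wells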
# DAX1 inh-1 = DAX1 (NR0B1) inhibition, primary screen | inhibition, % at 6.8 µM | 370,000 tested, 1.1% active | AID 652010 | HEK293T StAR-luciferase reporter, SF-1/DAX-1 repression relief;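 active = inhibition above the mean over all tested compounds plus 3 SD, cut at about 3.6% in these data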;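 note: 0% = DAX-1 cells with DMSO and 100% = cells lacking DAX-1 with DMSO; higher inhibition means more luminescence from relief of DAX-1 repression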
# NPR1 activator = GC-A (human) enzyme activation; P16066; HEK293 GC-A cells, cGMP TR-FRET, EC30 ANP; 0% at EC30 ANP, 100% saturating ANP; activation, % at 10 µM; 370,000 tested, 0.14% active; AID 1671463; in the data active = activation above about 40%
# Target sequence (P16066 whole entry, looked up): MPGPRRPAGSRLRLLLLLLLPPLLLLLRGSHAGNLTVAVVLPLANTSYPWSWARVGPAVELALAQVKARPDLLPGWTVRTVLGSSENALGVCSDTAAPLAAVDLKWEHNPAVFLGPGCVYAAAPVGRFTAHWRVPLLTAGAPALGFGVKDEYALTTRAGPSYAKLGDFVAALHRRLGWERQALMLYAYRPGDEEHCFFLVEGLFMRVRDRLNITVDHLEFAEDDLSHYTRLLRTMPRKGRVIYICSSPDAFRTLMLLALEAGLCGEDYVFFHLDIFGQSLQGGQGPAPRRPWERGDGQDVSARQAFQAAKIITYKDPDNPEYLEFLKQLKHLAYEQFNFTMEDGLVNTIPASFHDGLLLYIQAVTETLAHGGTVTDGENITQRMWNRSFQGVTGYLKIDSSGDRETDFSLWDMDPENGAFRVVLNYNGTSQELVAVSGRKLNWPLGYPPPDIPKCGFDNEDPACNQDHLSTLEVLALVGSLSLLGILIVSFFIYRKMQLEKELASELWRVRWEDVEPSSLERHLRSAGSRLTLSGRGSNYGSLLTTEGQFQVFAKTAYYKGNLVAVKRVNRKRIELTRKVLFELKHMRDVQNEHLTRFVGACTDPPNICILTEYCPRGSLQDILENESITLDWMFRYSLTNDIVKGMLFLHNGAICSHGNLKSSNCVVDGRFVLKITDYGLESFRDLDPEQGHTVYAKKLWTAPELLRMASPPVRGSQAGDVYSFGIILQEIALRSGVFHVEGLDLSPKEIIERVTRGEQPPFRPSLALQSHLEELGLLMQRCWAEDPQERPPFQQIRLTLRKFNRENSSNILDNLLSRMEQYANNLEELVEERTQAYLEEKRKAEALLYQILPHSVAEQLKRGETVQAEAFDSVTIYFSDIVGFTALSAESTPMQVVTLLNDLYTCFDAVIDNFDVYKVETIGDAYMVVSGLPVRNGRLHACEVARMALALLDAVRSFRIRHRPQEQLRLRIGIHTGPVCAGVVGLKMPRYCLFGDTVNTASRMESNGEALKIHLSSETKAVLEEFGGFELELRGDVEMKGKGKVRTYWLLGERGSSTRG
# NPR2 activator = GC-B (human) receptor activation. P20594. HEK293-GC-B cells, CNP EC30, cGMP TR-FRET; 0% at EC30 CNP, 100% saturating CNP. activation, % at 10 µM. 370,000 tested, 0.11% active. AID 1920062;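 active = activation at 10 µM reaching about 35% in either raw or pattern-adjusted values, limit read from the data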
# SMARCA2 activ = activators of SMARCA2 function | activation, % at 9.1 µM | 370,000 tested, 1% active | MG213 cells, MMTV-luciferase reporter, dexamethasone, overnight; in the data active = activation above about 7.8%;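 note: 0% = vehicle wells and 100% = reference activator wells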
# ssDAF12 agonist = S. stercoralis DAF-12 activation, primary screen | HEK293 ssDAF-12/GRIP1 lit1-tk-luc reporter, luminescence; % of 3 µM dafachronic acid response | activation, % at 6.8 µM | 370,000 tested, 1% active;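 active = activation above the mean over all tested compounds plus 3 SD, cut at about 0.9% in these data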;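 note: 0% = DMSO-only wells and 100% = 3 µM delta7-dafachronic acid wells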
# hgDAF-12 ag = activates the H. glycines DAF-12 receptor ligand-binding domain; activation, % at 6.8 µM; 370,000 tested, 1.8% active; AID 687014; HEK293 GAL4-hgDAF12 UAS-luciferase reporter, agonist luminescence; normalized to butyrate control;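 active = activation above a cutoff set at the mean of all screened compounds plus 3 SD, cut at about 10% in these data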;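 note: 0% = DMSO wells and 100% = sodium butyrate wells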
# DAX1 inh-2 = inhibitors of human orphan nuclear receptor DAX1 (NR0B1) | P51843 | inhibition, % at 6.75 µM | AID 504766 | 340,000 tested, 0.99% active | HEK293 Gal4-DAX1 luciferase reporter, luminescence;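 active = inhibition above the mean over all tested compounds plus 3 SD, cut at about 4.2% in these data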;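 note: 0% = DAX1-transfected cells with DMSO and 100% = empty-vector control cells with DMSO; inhibition shows as a rise in luminescence from relieved DAX1 repression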
# hcDAF12 agonist = activates DAF-12 receptor from parasite H. contortus; 370,000 tested, 1.4% active; AID 652067; activation, % at 6.8 µM; HEK293 hcDAF-12 lit1-tk-luc reporter, luminescence; 0% DMSO, 100% Δ7-dafachronic acid;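 active = activation above the mean of all tested compounds plus 3 SD, cut at about 5.5% in these data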;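 note: 100% = response to 3 µM Δ7-dafachronic acid high control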
# KLK7 zymogen act = activators of human kallikrein-7 zymogen | 370,000 tested, 0.9% active | purified proKLK7, EDANS-DABCYL substrate fluorescence; 100% is mature enzyme control, 0% vehicle | P49862 | AID 652039 | activation, % at 7 µM;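 active = activation above the mean of all tested compounds plus 3 SD, computed per campaign excluding outliers beyond control limits, cut at about 13% in these data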
# Starred values were filed as active, the others as inactive; / = not tested or not shown.
SMILES,HGIII-sPLA2 inh,GAA850 FXN act,DAX1 inh-1,NPR1 activator,NPR2 activator,SMARCA2 activ,ssDAF12 agonist,hgDAF-12 ag,DAX1 inh-2,hcDAF12 agonist,KLK7 zymogen act
C[C@H](CO)N1C[C@H](C)[C@H](CN(C)S(=O)(=O)c2cccs2)Oc2ncc(-c3cc4ccccc4o3)cc2C1=O,-17.4,1.9,-2.3,0.0,-1.9,-0.3,-1.4,-0.4,-0.3,-1.1,-7.0
O=C(O)c1ccc2cc[nH]c2c1,10.0,0.4,0.0,-0.4,6.8,-0.2,-0.6,0.5,-0.3,0.0,-0.1
CCC(Sc1nc2ccccc2[nH]1)C(=O)Nc1cc(C)on1 (stereo not given),4.4,0.3,0.0,-0.5,-2.4,-2.1,-1.5,-1.5,-1.0,-1.8,-0.1
CCOC(=O)c1c(C)[nH]c(C)c1C(=O)CSc1nc2ccccc2n1CC,-3.0,-4.9,-1.5,3.6,-7.7,-2.5,-2.1,-3.4,-1.6,-4.2,-0.1
O=C(Nc1cccc2c1CCCC2)c1cc(C2CCCCN2C(=O)OCCF)on1 (stereo not given),-8.2,2.2,-2.0,-1.6,-2.6,0.0,-1.4,-0.1,/,-1.5,-0.4
COc1ccc(CCNC(=O)CSc2nc(C)nc3c2c(=O)n(C)c(=O)n3C)cc1OC,-3.4,0.8,-0.2,-4.0,-0.5,1.6,-1.3,-0.7,0.1,1.3,-0.8
CN(CC(=O)Nc1ccc(Cl)c(C(F)(F)F)c1)C(=O)/C=C/c1cccs1,-10.0,0.2,-0.1,-6.1,1.4,-3.9,-1.4,3.5,0.8,-1.4,-0.2
COc1ccccc1-c1nn2c(C(F)(F)F)nnc2s1,1.1,2.1,0.4,4.5,5.3,-4.9,-0.9,-0.6,0.6,0.8,0.4
CCc1ccc(S(=O)(=O)Nc2cc3c(cc2C)n(C)c(=O)n3C)cc1,-6.1,-5.1,-10.1,-1.5,-7.4,-4.4,-2.0,-4.3,-2.0,-3.6,-0.2
Cc1cccc(OCC(=O)Nc2c3c(nn2C(C)(C)C)CS(=O)(=O)C3)c1,0.8,1.9,-0.5,0.1,5.3,-2.5,-0.8,0.5,0.1,-0.3,0.0
N#Cc1nc(COc2ccccc2)oc1N1CCOCC1,-1.2,-2.0,-0.1,5.9,-2.1,-0.2,-0.9,0.7,0.2,-1.3,0.2
OC[C@@H]1CN(Cc2ccc(F)cc2)C[C@H](n2cnc3c(N4CCOCC4)ncnc32)O1,6.4,-0.7,-0.2,-2.0,-1.8,-2.1,-1.3,0.8,/,-1.6,-0.2
COc1ccccc1N1CCN(C2CCN(C(=O)c3cc(OC)c(OC)c(OC)c3)CC2)CC1,1.5,-1.0,-0.8,1.3,1.2,-0.2,-1.1,0.9,-1.0,-0.7,-0.2
COc1ccc(S(=O)(=O)NNC(=O)c2cc3cc4ccccc4nc3s2)cc1,-43.8,1.6,-0.8,1.5,-3.4,1.9,-1.2,-0.3,0.3,-1.8,1.1
O=C(C[n+]1ccc(Cc2ccccc2)cc1)Nc1ccc([N+](=O)[O-])cc1Cl,-42.4,-2.8,-2.1,7.3,-1.1,1.0,-1.8,5.7,0.3,0.6,-0.2
CCC(=O)N1CCc2cc(S(=O)(=O)NC(C(=O)NCc3ccc(F)cc3)C(C)C)ccc21 (stereo not given),-4.7,-2.9,-0.1,-3.4,4.3,0.9,-1.1,-0.5,1.4,0.9,0.4
Nc1ccc(NC(=O)NC2CCCCC2)cc1,6.1,-4.6,-0.8,-2.6,-0.7,-2.8,-1.8,-3.2,-0.6,-2.1,0.5
CN(C)c1ccc(NC(=O)Cn2cc3c(n2)CCCC3)cc1,21.4*,-0.3,0.8,-1.1,-0.1,0.6,-0.8,3.2,2.8,2.2,-0.2
CN(C(=O)c1ccc(NC(=O)Cc2cccc([N+](=O)[O-])c2)cc1)C1CCCC1,-7.9,-0.8,-0.5,0.1,-1.1,-1.6,-1.8,-1.7,-0.8,-3.0,0.3
Cc1csc(NC(=O)CSc2nc3[nH]ncc3c(=O)[nH]2)n1,-0.3,1.1,-0.3,-3.5,7.2,1.2,-1.1,0.0,-0.8,0.2,-0.2
O=C(NNC(=O)c1cc2cc(OC(F)(F)F)ccc2[nH]1)c1ccc(Cl)cc1,-29.7,1.9,-0.8,1.0,-0.3,-1.9,-1.7,0.3,/,-1.2,-0.4
COCCn1cnc2c1c(=O)n(Cc1ccc(Br)cc1)c(=O)n2Cc1ccccc1,-5.5,-0.7,-0.3,-44.5,9.5,-3.2,-1.1,-0.7,-0.2,-1.9,1.1
CCC(C)(C)NC(=O)C(c1ccccn1)N(C(=O)c1csnn1)c1ccccc1 (stereo not given),-0.2,2.9,-0.2,-0.6,4.4,-2.2,-0.4,-1.5,0.3,-1.1,0.2
O=C(CCCN1C(=O)S/C(=C/C=C/c2ccccc2)C1=O)Nc1ccc(C(=O)O)cc1,-9.0,-3.6,5.3*,-1.6,-0.9,2.2,-0.7,0.1,0.6,3.5,0.8
COCCNC(=O)C1(C)CCN(Cc2ccc3ccccc3c2Br)C1 (stereo not given),-9.4,0.8,-0.6,1.4,-1.6,1.1,-1.8,-2.6,/,0.1,0.0
Fc1ccc(OCc2nc(-c3ccc(Br)o3)no2)c(F)c1,2.7,2.6,1.1,13.1,3.8,-0.7,-0.8,9.1,0.6,2.1,-0.8
COC(=O)CC1(C(=O)OC)Nc2cc(Cl)c(Cl)cc2S(=O)(=O)N1O (stereo not given),-6.5,1.8,-0.1,-3.0,1.9,-0.7,-0.6,1.6,0.1,-2.7,0.1
CC(C)Nc1nc(Nc2ccc(Cl)cc2F)c2sccc2n1,-5.6,1.3,-2.7,4.2,3.6,-3.9,-2.3,-1.6,/,-1.7,-0.4
NC(CSC1(c2cccc3ccccc23)c2ccccc2-c2ccccc21)C(=O)O (stereo not given),4.3,0.3,-4.0,-7.9,-4.0,-3.9,-0.5,-1.9,-0.5,-1.7,-1.3
Cc1ccccc1N(C(=O)Cc1ccsc1)C(C(=O)NC1CCCCC1)c1ccc(F)cc1 (stereo not given),-4.0,0.9,1.1,-4.0,-6.9,-1.0,-1.3,3.1,0.5,0.3,-0.3
S=C(Cc1ccc(-c2ccccc2)cc1)N1CCOCC1,-1.7,3.8,-0.5,2.0,-3.7,-4.4,-1.4,1.9,/,-1.3,0.3
Cc1ccccc1CNC(=O)Cn1ccc2cc(S(=O)(=O)N3CCCCCC3)ccc21,-19.5,0.8,-0.4,3.9,4.4,-4.1,-1.2,-1.1,-0.2,-2.0,-0.1
O=CNNC(=O)c1cccc([N+](=O)[O-])c1,13.4,1.6,0.1,2.5,4.3,-4.0,-0.8,-4.1,1.5,0.2,-1.0
CC(=O)Nc1ccc(-c2nnn(CC(=O)c3ccccc3)n2)cc1Cl,-50.0,3.6,-0.6,2.3,0.7,-0.8,-0.7,-0.7,0.3,-0.1,0.3
COc1cccc(-n2c(SCC(=O)N3CCOCC3)nnc2-c2c[nH]c3ccccc23)c1,-6.2,-1.8,-0.5,-3.8,-6.0,-2.2,-1.4,-1.3,1.9,-2.0,0.5
Oc1cc(CNC2CCCCC2)c(O)cc1CNC1CCCCC1,-4.5,-0.6,-1.2,-2.8,-1.6,-0.3,-1.1,-1.1,-1.3,-2.6,0.5
O=C(CSc1nnc(-c2c[nH]c3ccccc23)o1)N1c2ccccc2CCc2ccccc21,-14.1,-3.5,-2.2,-4.5,-6.1,-5.9,-2.6,-5.8,-3.6,-5.0,0.3
CCS(=O)(=O)C1=NSC2=NC(=O)/C(=C\c3ccc(OC(=O)c4ccco4)cc3)C(=N)N21,-1.6,-1.7,0.2,4.5,2.1,1.2,-0.7,3.6,0.0,-0.5,1.1
COc1cc(C(=O)Nc2ccc(S(=O)(=O)Nc3onc(C)c3C)cc2)cc(OC)c1OC,-5.0,-1.7,-0.8,-1.2,3.2,0.0,-1.0,-0.4,-0.2,0.5,-0.4
CCOc1ccc(-c2[nH]nc3c2C(c2ccc4c(c2)OCO4)C(C#N)=C(N)O3)cc1OC (stereo not given),-21.1,-2.4,-0.7,12.7,12.1,-1.6,-1.6,-0.2,-0.6,-1.4,1.6
O=C(NC(=O)C(F)(F)F)Nc1ccc(S(=O)(=O)Nc2nccs2)cc1,-2.9,1.5,0.5,3.6,0.9,-1.9,-0.7,-1.9,2.6,2.4,0.3
Cc1cc(C)nc(NC(=O)CSc2nc3cc(Cl)ccc3s2)n1,-10.1,4.6,0.3,1.3,-5.2,-0.3,-0.5,5.4,0.0,4.1,-0.4
CC(OC(=O)c1ccc2c(c1)OCO2)C(=O)NC1CCCCC1 (stereo not given),5.0,-1.3,0.3,0.3,-3.5,-4.1,-1.6,-2.6,1.3,1.8,-0.1
COc1ccc(NS(=O)(=O)c2cccc(C(=O)NCc3ccccc3CN3CCCC3)c2)cc1,-15.5,-1.2,3.4,-3.6,-2.3,-1.0,-0.8,2.1,0.3,1.1,0.6
Cc1cc(NC(=O)CSc2nnnn2Cc2ccccc2)no1,-1.4,-0.1,-0.5,3.8,2.5,-3.9,-0.5,0.4,-1.4,-0.4,0.3
O=c1ccn([C@@H]2O[C@H](COS(=O)(=O)O)[C@@H](O)[C@H]2O)c(=O)[nH]1,2.5,0.7,1.2,5.3,-0.8,1.1,-1.3,0.5,-0.8,-1.1,0.6
CCN(CC)C(=O)N1CCN(S(=O)(=O)c2ccccc2)CC1,6.9,1.1,0.3,2.2,3.3,-2.7,-1.7,-1.6,4.0,-1.7,-0.7
CC(C)C[C@@H]1CN=C(N)N1C[C@@H]1CCCN1C[C@@H](C(C)C)N1C[C@@H](Cc2ccccc2)N(CCc2ccc(Cl)c(Cl)c2)C1=N,-3.2,-0.1,0.3,1.9,4.5,-2.5,-0.8,-1.1,1.1,0.2,-1.0
CCCSc1nc(N2CCCC2)c2c(c1C#N)CC(C)(C)OC2,1.8,3.9,-0.6,0.6,-1.6,0.4,-0.9,1.1,0.9,-1.5,0.2
C/C(=N\Nc1ccccn1)c1ccc(S(=O)(=O)NCc2ccco2)cc1,-10.3,3.4,-0.7,-0.7,0.7,6.2,-1.8,0.0,-1.2,-0.1,0.5
Nc1nc(SCc2ccccc2[N+](=O)[O-])c2ncn(Cc3ccccc3)c2n1,-11.6,2.0,-1.3,8.6,6.6,-1.3,-1.8,0.4,-0.7,-3.2,0.9
O=C(NC(=S)NC(CO)Cc1ccccc1)c1ccc(F)cc1 (stereo not given),16.4,3.3,1.9,0.5,-1.6,5.1,-1.1,6.7,1.2,0.1,0.4
